CYP2C19 activ = human CYP2C19 activators, primary screen, biochemical, luminescence. recombinant CYP2C19, luciferin-H EGE luminescence; hits give high values; 0 = fully inhibited enzyme, 1 = untreated enzyme. Cytochrome P450 2C19 (Homo sapiens), P33261. AID 1025, 2008. activation factor at 5 µM. 96,000 tested, under 10 active;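 active = activation factor of at least 2 at 5 µM in the primary screen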;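 also: 0 = wells with 2.5 mM tranylcypromine and 1 = vehicle-only wells; values of inactives mirror those of a sister screen read the other way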
Target sequence (P33261 whole entry, looked up): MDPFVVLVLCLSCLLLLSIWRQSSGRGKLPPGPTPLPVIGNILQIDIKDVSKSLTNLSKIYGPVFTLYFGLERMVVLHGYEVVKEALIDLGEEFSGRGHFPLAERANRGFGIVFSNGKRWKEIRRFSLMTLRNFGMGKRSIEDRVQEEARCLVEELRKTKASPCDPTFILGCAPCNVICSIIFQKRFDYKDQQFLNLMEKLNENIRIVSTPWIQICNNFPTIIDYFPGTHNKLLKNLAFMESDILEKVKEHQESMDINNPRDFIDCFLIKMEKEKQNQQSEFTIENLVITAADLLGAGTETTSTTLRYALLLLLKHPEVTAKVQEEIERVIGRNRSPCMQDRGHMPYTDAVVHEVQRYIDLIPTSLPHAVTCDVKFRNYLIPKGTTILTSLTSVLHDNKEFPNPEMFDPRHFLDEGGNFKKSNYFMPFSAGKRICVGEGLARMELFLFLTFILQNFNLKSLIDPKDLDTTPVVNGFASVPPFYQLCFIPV
PLAP activator = PLAP enzyme activators, biochemical, luminescence, HTS | Alkaline phosphatase, placental type (Homo sapiens), P05187 | purified PLAP enzyme, luminescent substrate read-out; hits give high values | activation fold at 20 µM | hit rate 1.2% among 96,000; in the data active = activation fold above about 2
Rev-RRE block = HIV-1 Rev-RRE binding inhibitors, primary screen, biochemical, FRET, protein-RNA interaction. P05866. hit rate 0.79% among 97,000. Rev peptide-RRE RNA binding. AID 704, 2007. inhibition, % at 8 µM;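 active = inhibition above the screen-wide mean plus 3 SD, cut at about 35% in these data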;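 also: 0% = median DMSO wells and 100% = median Neomycin B control wells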
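Test system: Cy5-tagged RRE RNA duplex with fluorescein-tagged Rev peptide; Probe or stimulus: labelled Rev peptide; Schedule: 5 min preincubation and 15 min binding, 25 °C; Signal: FRET fluorescence readout; Evaluation: % inhibition from 671/540 nm acceptor-to-donor ratio, scaled between controls; Control set: DMSO and neomycin B.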
PLK1 inh = human PLK1 kinase inhibitors, primary screen, biochemical, TR-FRET; recombinant PLK1 kinase, TR-FRET peptide phosphorylation; inhibition, % at 10 µM; hit rate 0.53% among 97,000;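 active = inhibition of 50% or more in the single-concentration screen; inactive = inhibition below 50%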;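 also: 0% = DMSO max control and 100% = H-89 dihydrochloride min control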
CYP2C9 activ = human CYP2C9 activators, primary screen, biochemical, luminescence; hit rate 1.4% among 96,000; activation factor at 5 µM; recombinant CYP2C9, luciferin-H conversion; hits give high values; factor 1 = untreated enzyme, 0 = blocked; AID 1024, 2008; Cytochrome P450 2C9 (Homo sapiens), P11712;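 active = activation factor of 2 or more for CYP2C9 at a 5 µM dose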;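 also: 0 = sulfaphenazole-blocked wells and 1 = vehicle-only wells; values of inactives mirror those of a sister screen read the other way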
Target sequence (P11712 whole entry, looked up): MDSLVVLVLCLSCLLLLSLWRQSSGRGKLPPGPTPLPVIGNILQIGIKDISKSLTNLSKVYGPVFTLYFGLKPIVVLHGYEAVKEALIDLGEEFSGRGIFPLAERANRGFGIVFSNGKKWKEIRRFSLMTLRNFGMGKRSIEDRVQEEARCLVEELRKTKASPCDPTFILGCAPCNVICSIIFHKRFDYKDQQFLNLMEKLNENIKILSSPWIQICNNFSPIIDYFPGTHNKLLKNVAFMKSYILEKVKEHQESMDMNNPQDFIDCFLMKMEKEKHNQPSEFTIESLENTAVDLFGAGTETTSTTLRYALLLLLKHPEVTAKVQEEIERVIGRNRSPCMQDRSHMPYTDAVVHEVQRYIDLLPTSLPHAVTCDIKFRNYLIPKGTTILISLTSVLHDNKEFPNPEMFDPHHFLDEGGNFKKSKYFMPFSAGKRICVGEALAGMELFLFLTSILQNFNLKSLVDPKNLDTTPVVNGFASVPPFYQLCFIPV
CYP2C9 inhib = blockers of cytochrome P450 2C9 activity – biochemical, luminescence, ADME assay, primary screen | P11712 | CYP2C9 Supersomes, luciferin-H conversion | inhibition, % at 5 µM | hit rate 20% among 96,000 | AID 777, 2007;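 active = blocking of liver enzyme CYP2C9 beyond about 50% at 5 µM, limit read from the data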; also: values of inactives mirror those of a sister screen read the other way
EphB4 antag = EphB4-ephrin-B2 interaction antagonists, primary screen, biochemical, TNYL-RAW peptide probe, fluorescence polarization; Ephrin type-B receptor 4 (Homo sapiens), P54760; EphB4 LBD / TNYL-RAW-Alexa532 peptide; inhibition, % at 7 µM; hit rate 0.15% among 97,000; AID 720, 2007;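 active = inhibition above the screen-wide mean inhibition plus 3 SD, cut at about 15% in these data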;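 also: 0% = DMSO wells and 100% = excess unlabeled TNYL-RAW peptide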
CYP2C19 inhib = blockers of cytochrome P450 2C19 activity – biochemical, luminescence, ADME assay, primary screen; inhibition, % at 5 µM; CYP2C19 Supersomes, luciferin-H EGE luminescence, 30 min; P33261; hit rate 21% among 96,000;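 active = CYP2C19 inhibition above a set limit at 5 µM in the primary screen, cut at about 50% in these data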;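 also: plate controls were negative control wells for no effect and 2.5 mM tranylcypromine positive control for full effect; values of inactives mirror those of a sister screen read the other way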
PLK1 PBD inh = Plk1 polo box domain binding inhibitors, primary screen, biochemical, fluorescence polarization; Plk1 PBD phosphopeptide binding; inhibition, %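 (tested at about 20 µM)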; hit rate 0.13% among 97,000; Serine/threonine-protein kinase PLK1 (Homo sapiens), P53350; in the data active = inhibition above about 34%, passing the limit was not always enough
The depositor's hits bear a star; · = not tested or not shown.

SMILES	CYP2C19 activ	PLAP activator	Rev-RRE block	PLK1 inh	CYP2C9 activ	CYP2C9 inhib	EphB4 antag	CYP2C19 inhib	PLK1 PBD inh
COc1ccc2c(=O)cc(C(F)(F)C(F)(F)F)oc2c1	0.6	1.1	8	0	1	3	-3	38	8
Cc1ccc(C(=O)Oc2ccccc2C(=O)N2CCOCC2)cc1	·	·	-2	-9	·	·	-1	·	13
CCn1cc(/C=N/NC(=O)c2cc3c(ccc4ccccc43)o2)c2ccccc21	0.8	1	7	-4	0.9	7	3	15	10
CCOC(=O)COc1ccccc1C1Nc2ccccc2C(=O)N1c1cccc(Cl)c1 (stereo unspecified)	0.4	1.1	-1	3	0.8	17	-8	64*	3
COc1cc(-c2nnc(SCC(=O)N3c4ccccc4Sc4ccccc43)o2)cc(OC)c1OC	·	·	-1	-10	·	·	2	·	0
O=C(NC(C(=O)NCCN1CCOCC1)C12CC3CC(CC(C3)C1)C2)C1CCCCC1 (stereo unspecified)	1	1.5	2	-9	0.8	18	3	-1	15
COc1ccc2c(c1OC)C(=O)N1C2SC[C@H]1C(=O)NC1CC(C)(C)NC(C)(C)C1 (stereo partly specified)	1	1	-1	-10	1.1	-13	-4	3	-17
O=C(O)C1CCCN(S(=O)(=O)c2ccc(F)cc2)C1 (stereo unspecified)	1.1	1	·	·	1	-4	·	-7	·
O=C(Nc1ccc(N2CCOCC2)c(Cl)c1)c1cc(F)c(F)cc1Cl	1	0.8	1	-7	1.6	-59	4	-1	-5
CCS(=O)(=O)C(=C1NCCO1)S(=O)(=O)CC	1.1	1	7	-15	1.1	-14	-2	-9	16
CCOC(=O)/C=C1\SCC(=O)N1CC(=O)c1ccc[nH]1	·	·	11	-3	·	·	7	·	14
O=C(CCN1CCc2ccccc2C(O)(c2ccccc2)C1)c1ccc2c(c1)OCCO2 (stereo unspecified)	·	·	8	-5	·	·	6	·	16
CCn1cc(C(=O)NC2CCc3ccccc32)c(=O)c2ccc(C)nc21 (stereo unspecified)	0.8	0.9	-2	-4	1.1	-6	-8	24	-25
CC(=O)Nc1cccc(NC(=O)CCn2cnc3cc(C)c(C)cc32)c1	0.9	0.8	2	-8	0.9	11	-6	11	-11
COc1ccccc1N1CCN(CC(=O)NCC2CCCO2)CC1 (stereo unspecified)	·	·	5	-7	·	·	-9	·	-14
COc1ccc(N(C(C)C(=O)NC2CCCCCC2)S(C)(=O)=O)cc1 (stereo unspecified)	0.7	0.9	5	-16	0.7	28	-3	31	12
O=C(CCN1C(=O)c2ccccc2C1=O)Nc1ccccc1C(=O)N1CCOCC1	1.1	0.9	3	-19	1.4	-42	6	-14	-6
O=C(NC1CCCCC1)C(c1ccc(O)cc1)N(CC1CCCO1)C(=O)C1COc2ccccc2O1 (stereo unspecified)	0.3	1.6	1	-1	0.3	69*	-5	70*	-11
COCCCn1c(SCC(=O)Nc2cccc(C)n2)nnc1-c1ccco1	0.5	1.3	8	-11	0.7	25	0	49	-19
CC(C)(C)C(=O)CC(=O)Nc1ccc(Cl)c(N)c1	0.9	1	7	-2	1.1	-5	-3	13	-8
CCOC(=O)N1CCN(C2CC(=O)N(c3ccc(C)cc3)C2=O)CC1 (stereo unspecified)	1	1	5	-10	1.1	-8	7	-1	-14
CCCn1c(N)c(C(=O)CSc2nc(C)cs2)c(=O)[nH]c1=O	0.5	0.9	-3	-4	0.9	8	0	47	11
COc1ccc(CC(NC(C)=O)C(=O)N2CCN(C(=O)Nc3ccc(Cl)cc3)CC2)cc1OC (stereo unspecified)	0.8	1.5	5	-6	0.7	30	2	16	7
O=C1c2ccccc2S(=O)(=O)N1CC(O)Cn1c2ccccc2c2ccccc21 (stereo unspecified)	0.3	1	12	-11	0.1	94*	8	73*	1
Cc1cc2c(=O)[nH]cnc2s1	1	0.9	7	0	1.2	-23	3	3	-35
CCN(CC)CCNC(=O)C(C)c1nn(C)c(=O)c2ccccc12 (stereo unspecified)	·	1	8	-14	1.1	-7	4	·	-22
O=C(NCCCN1CCCCC1)c1ccc2c(c1)NC(=O)C(N1CCCCC1)S2 (stereo unspecified)	0.9	1.2	7	4	1	0	-1	11	2
O=C(O)Cn1cnc2ccccc2c1=O	1	0.9	6	-5	1	-3	3	-4	8
O=C(O)Cn1nc(C(F)(F)F)c2c1CCCCC2	0.9	1.2	1	2	0.7	27	-5	10	11
CCN(CC)C(=O)c1cnn(-c2ccccc2)c1NC(=O)c1cccc(F)c1	0.7	1.3	0	-3	0.9	11	2	29	-30
Cc1ccc(C(=O)COC(=O)CNC(=O)c2cccs2)cc1	1	0.9	4	-4	1	-2	2	-4	-5
COc1ccc(CCNC(=O)c2c(-c3ccccc3Cl)noc2C)cc1	0.2	0.8	5	1	0.3	68*	2	80*	-15
CC(C)NC(=S)N/N=C/c1cccs1	0.2	1	3	-9	0.6	37	3	82*	0
Cc1noc(C)c1C(=O)N1CC(C)OC(C)C1 (stereo unspecified)	1.1	0.8	11	3	1	4	5	-6	-9
O=C(CSc1ncccn1)NC(=O)NCc1ccccc1	0.9	0.9	-3	-10	0.9	6	-7	14	-43
NC(=O)[C@H]1CC2(CC(c3cccc(NC(=O)c4ccccc4)c3)=NO2)CN1C(=O)[C@H]1CCC(=O)N1 (stereo partly specified)	1.1	1.2	-1	-11	1.1	-8	-9	-9	15
CCN(CC)CCNc1nc(-c2ccco2)c2c(c1C#N)CC(C)(C)OC2	0.9	1.5	2	-2	0.9	14	4	13	-8
O=C(COC(=O)C1COc2ccccc2O1)NC1CCS(=O)(=O)C1 (stereo unspecified)	1.1	1	6	-6	1.1	-8	0	-9	-15
O=C(CSc1nnc(C2CCCCC2)n1-c1ccccc1)NCc1ccco1	0.8	1.5	4	4	0.7	33	0	15	-4
Cc1cccc(-c2noc(CN(C(=O)c3ccc4c(c3)OCO4)C(C)C)n2)c1	0.9	1.1	5	-6	0.6	37	-6	6	6

An excerpt from above, showing only PLK1 inh, Rev-RRE block and EphB4 antag:
Structure | PLK1 inh | Rev-RRE block | EphB4 antag
CC(C)NC(=S)N/N=C/c1cccs1 | -9 | 3 | 3
Cc1noc(C)c1C(=O)N1CC(C)OC(C)C1 (stereo unspecified) | 3 | 11 | 5
O=C(CSc1ncccn1)NC(=O)NCc1ccccc1 | -10 | -3 | -7
NC(=O)[C@H]1CC2(CC(c3cccc(NC(=O)c4ccccc4)c3)=NO2)CN1C(=O)[C@H]1CCC(=O)N1 (stereo partly specified) | -11 | -1 | -9
CCN(CC)CCNc1nc(-c2ccco2)c2c(c1C#N)CC(C)(C)OC2 | -2 | 2 | 4
O=C(COC(=O)C1COc2ccccc2O1)NC1CCS(=O)(=O)C1 (stereo unspecified) | -6 | 6 | 0

(listing goes on)
SMILES	CYP2C19 activ	PLAP activator	Rev-RRE block	PLK1 inh	CYP2C9 activ	CYP2C9 inhib	EphB4 antag	CYP2C19 inhib	PLK1 PBD inh
O=C(CSc1nnc(-c2ccccc2Cl)o1)Oc1ccc(Br)cc1	·	·	0	-3	·	·	-2	·	-10
O=C(COc1ccc(-n2cnnn2)cc1)N1CCN(c2ccc(F)cc2)CC1	1	0.8	2	-4	1	2	3	-2	-8
Cc1cc(C(=O)Nc2cccnc2)no1	·	·	3	-2	·	·	0	·	2
CCN(CC)c1ccc(CC(=O)NC(C)Cc2ccccc2)cc1 (stereo unspecified)	0.2	0.9	-2	-6	0.4	60*	-4	82*	-2
O=S(=O)(c1ccc(Cl)cc1)N1CCCC1c1nc2ccccc2s1 (stereo unspecified)	0.6	0.9	4	-10	0.5	45	4	38	-1
COc1cc2cc(CN(Cc3nnnn3C3CCCC3)C3CCCC3)c(=O)[nH]c2cc1OC	1.1	1.4	·	·	1	-2	·	-10	·
CC(=O)Nc1nc(CC(C)C)cc2c1c(=O)oc1ccccc12	1	1.1	9	24	1	-5	-2	-2	3
CCOC(=O)C1=C(C)NC(SC)=NC1c1ccccc1 (stereo unspecified)	·	·	0	-14	·	·	3	·	-11
CCCc1[nH]nc2c1C(c1ccc(OC(=O)N3CCOCC3)cc1)C(C#N)=C(N)O2 (stereo unspecified)	0.7	1.5	2	2	0.7	27	-4	26	-3
CCOC(=O)c1c(NC(C)=O)sc2c(O)c(CN3CCN(CC)CC3)ccc12	1	1.3	3	3	0.9	10	-1	0	7
CCOC(=O)c1nnc(-c2ccc(C)cc2)nc1Oc1ccccc1Cl	1.1	0.9	12	-1	1.1	-13	7	-14	-35
CC1=C(C(N)=O)C(c2cccs2)n2nc(-c3cccc(C)c3)nc2N1 (stereo unspecified)	·	·	4	5	·	·	3	·	-26
O=C(OCc1ccc(Cl)c(Cl)c1)c1cnccn1	0.4	0.8	4	-1	0.9	6	-2	61*	-8
CC1CCCC(C)N1C(=O)CSc1nnc(CSc2ncccn2)n1C (stereo unspecified)	1	1	·	·	1.1	-8	·	0	·
Cc1cc(Nc2c(C)n(C)n(-c3ccccc3)c2=O)n2c(nc3ccccc32)c1C#N	0.7	1.8	2	-19	0.6	40	7	27	-38
COc1ccc(CNC(=O)COC(=O)c2cc(-c3cccs3)nc3ccccc23)cc1OC	1	1.4	2	-13	0.3	75*	12	3	-12
CNc1ccc(Br)cc(C(=O)/C=C/c2cc(OC)ccc2OC)c1=O	·	·	55*	22	·	·	-1	·	24
CCOC(=O)c1sc(NC(=O)c2cncc(Br)c2)nc1C	·	·	1	-8	·	·	1	·	-8
COc1ccccc1NC(=O)NCCCl	·	·	3	-8	·	·	-1	·	11

Random excerpt: three entries already listed, in no set order.
SMILES	CYP2C19 activ	PLAP activator	Rev-RRE block	PLK1 inh	CYP2C9 activ	CYP2C9 inhib	EphB4 antag	CYP2C19 inhib	PLK1 PBD inh
CCCc1[nH]nc2c1C(c1ccc(OC(=O)N3CCOCC3)cc1)C(C#N)=C(N)O2 (stereo unspecified)	0.7	1.5	2	2	0.7	27	-4	26	-3
CC1CCCC(C)N1C(=O)CSc1nnc(CSc2ncccn2)n1C (stereo unspecified)	1	1	·	·	1.1	-8	·	0	·
Cc1cc(C(=O)Nc2cccnc2)no1	·	·	3	-2	·	·	0	·	2
